Assay outcomes: PubChem, several laboratories
Dynein cargo inh: dynein cargo transport inhibition; 3617.4 mouse cells, GR-EGFP nuclear translocation imaging; test concentration mostly 20 µM; stimulated with dexamethasone, 1 µM; hits give low values; z-score, hits read low; 0.47% of 220,000 active;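 active means plate z-score of nuclear minus cytoplasmic receptor signal below a set negative limit, without overly bright fluorescence or cell loss, cut at about -3.5 in these data, passing the limit was not always enough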;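 further: z-score of nuclear minus cytoplasmic ring GR-EGFP intensity difference per well; some compounds called inactive have numbers as strong as hits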
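Also added – dexamethasone, 1.0 µM final · Buffer or medium – tet-free, stripped-serum medium · Schedule – induction 48 h, compound 1 h, agonist 30 min · Detection – formaldehyde fixation, Hoechst nuclear stain, 10x automated fluorescence imaging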
MT stabilize HCS: stabilizes microtubules in HeLa cells; HeLa tubulin immunostaining HCS, 24 h; share of cells brighter than vehicle mean+2SD; % tubulin-high responders, % at 10 µM; 0.83% of 200,000 active; AID 2205;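 active means plate Z-score above 3 for both tubulin-high and condensed-nucleus cell shares, with cell loss under 80%, at 10 µM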;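 further: anti alpha tubulin signal scored within the nucleus-defined area of each cell; some results filed as inactive read as strong as hits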
human PMI inhibitors: MPI inhibition at elevated mannose 6-phosphate – biochemical, fluorescence intensity, high mannose 6-phosphate, primary screen (AID 1220). 0.66% of 190,000 active. recombinant PMI enzyme, coupled fluorescence intensity; higher % means a stronger effect. inhibition, % at 20 µM, or IC50 in µM where a hit was titrated
human PMI inhibition: inhibitors of human PMI, primary screen, biochemical, fluorescence intensity, coupled assay (AID 1209). 0.42% of 190,000 active. inhibition, % at 20 µM, or IC50 in µM where a hit was titrated. purified PMI enzyme, coupled fluorescence intensity; higher % means a stronger effect;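 further: plate controls were DMSO vehicle for no effect and wells lacking substrate for full effect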
Insulin prom up: MIN6 insulin promoter up-regulation; z-score at 5 µM; 0.3% of 190,000 active; MIN6 insulin promoter-GFP reporter, high-content imaging; hits give high values;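 active means z-score above 3 at 5 µM with at least 500 cells counted in the well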
WT yeast gro inh: growth inhibition of WT yeast, mitochondrial fusion screen. mitochondrial fusion phenotypic screen, WT strain. inhibition, % at 10 µM. 2.1% of 190,000 active; in the data active means inhibition above about 58%; tested in S. cerevisiae
Yfh1-depleted yeast: mitochondrial function rescue without frataxin homolog – Friedreich's ataxia, plus single-dose screen, dose response (AID 1465); S. cerevisiae Yfh1-off respiration, WST-1 reduction, 72 h; higher fold induction means a stronger effect; one-dose fold induction at 50 µM; EC50 in µM for titrated hits; 0.074% of 220,000 active;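 active means fold induction of absorbance versus untreated yeast above a set limit, then at least 30% activation at any dose in follow-up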;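 further: activators that raise dye reduction in frataxin-depleted yeast; strong numbers were not always called active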
Autophagy HCS: autophagy modulation, high-content screen | MEF GFP-LC3 puncta imaging; test concentration mostly 10 µM | calls only at 10 µM (by protocol) | 0.98% of 190,000 active;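 active means percentage of spot-positive cells more than 3 SD above its plate mean, without a fluorescence outlier flag or 80% toxicity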;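 further: spot-positive cell cutoff set from DMSO-treated cells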
bCat nuc transl: alters nuclear translocation of beta-catenin in HeLa cells; immunofluorescence imaging; nuclear translocation activity, % at 5 µM; 0.3% of 190,000 active; AID 1665;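 active means nuclear translocation activity above 50% at 5 µM, with a well cell count of 50 or more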;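 further: per-cell ratio of nuclear to cytoplasmic median beta-catenin stain intensity; plate controls were DMSO negative control for no effect and GSK-3 inhibitor IX positive control for full effect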
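Test system: human HeLa cells, native beta-catenin. Compound dosing: 5 µM primary single dose, 0.1% DMSO, 0.02–20 µM confirmation series. Incubation: compound exposure 24 h at 37°C. Detection: beta-catenin immunostaining with DAPI counterstain, 20x imaging, 6 fields/well. Read-out basis: Nuclear/cytoplasmic beta-catenin signal ratio, % activation.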
WT yeast gro inh mutant strain: also measured in WT yeast gro inh; calls as there; inhibition, %; mitochondrial fusion phenotypic screen, mutant strain inhibition
Dynein cargo inh cytoplasmic EGFP: further read-out of Dynein cargo inh, marked with its call; z-score; measured here: cytoplasmic GR-EGFP intensity; hits give high values
Dynein cargo inh nuclear GR-EGFP: further read-out of Dynein cargo inh, marked with its call; z-score; measured here: nuclear GR-EGFP intensity;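 lower value marks the stronger effect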
Dynein cargo inh cell count: second read-out of Dynein cargo inh, no call of its own (marks repeat the call); z-score; measured here: cell count per field
Insulin prom up cell count: second read-out of Insulin prom up, no call of its own (marks repeat the call); cell count; measured here: cytotoxicity, nuclei count;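 total cells summed across four imaged fields per well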
bCat nuc transl cell count 5 µM: also measured in bCat nuc transl; calls as there; cell count; measured here: cell count, cytotoxicity flag
MT stabilize HCS Hoechst-high %: recorded beside MT stabilize HCS, whose call it bears; % Hoechst-high responders; measured here: nuclear condensation Hoechst responders;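 share of cells brighter than vehicle mean plus two SD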
MT stabilize HCS cytotoxicity %: further read-out of MT stabilize HCS, marked with its call; toxicity, %; measured here: cytotoxicity by cell density;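 0% = mean cell density of plate MIN control wells and 100% = no cells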
Autophagy HCS cell loss 18 h: further read-out of Autophagy HCS, marked with its call; toxicity, %; measured here: cell loss, nuclei count;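 cell loss after 18 h compound exposure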
Numbers without * were called inactive; i = inactive; x = not tested or not shown. Unless noted, no stated cut-off is given here; in the data, active means inhibition above about 50%; inactive means the rest.

Each structure is followed by: Dynein cargo inh | Dynein cargo inh cytoplasmic EGFP | Dynein cargo inh nuclear GR-EGFP | Dynein cargo inh cell count | MT stabilize HCS | MT stabilize HCS Hoechst-high % | MT stabilize HCS cytotoxicity % | human PMI inhibitors | human PMI inhibition | Insulin prom up | Insulin prom up cell count | WT yeast gro inh | WT yeast gro inh mutant strain | Yfh1-depleted yeast | Autophagy HCS | Autophagy HCS cell loss 18 h | bCat nuc transl | bCat nuc transl cell count 5 µM
> COCCNC(=O)NC(=O)CSc1nc(C)c(C)c(C)n1
→ 0.017 | -0.21 | -0.08 | 0.62 | 1.9 | 1.8 | 4.4 | -6% | -3% | -0.01 | 1182 | -15 | 1 | i | i | -8 | -2.0 | 1153
> CCOC(=O)/C=C/S(=O)(=O)c1ccc(NC(C)=O)cc1
→ -3.1 | 0.79 | -1.5 | 0.25 | 3.5 | 2.3 | 4.6 | 2% | 0% | -0.55 | 1248 | -1 | -2 | i | i | -6 | -7.3 | 1007
> CCCN1CN(c2ccccc2)C(=S)N(c2ccccc2)C1
→ -0.32 | -0.28 | -0.21 | 0.87 | x | x | x | x | x | 0.53 | 1019 | x | x | i | x | x | -0.4 | 1338
> COc1ccc(C(C(=O)NC2CCCC2)N(C(=O)c2snc(-c3ccc(F)cc3)c2N)c2cccc(F)c2)cc1 (stereo unspecified)
→ 1.5 | -0.085 | 0.53 | -0.42 | 7.9 | 3.8 | 13 | -4% | -4% | -0.4 | 1850 | -1 | 1 | i | i | 8 | -1.1 | 1089
> Cc1c(C(=O)N2CCOCC2)oc2ccc(S(=O)(=O)N3CCCC3)cc12
→ 0.52 | -0.26 | 0.75 | 0.42 | 2.2 | 1.1 | 6.0 | -11% | -13% | -0.2 | 1149 | -13 | -15 | i | i | -4 | 0.8 | 1155
> Cc1cccc(NC(=S)NN2CCN(C)CC2)c1
→ -0.53 | -0.16 | -0.14 | 0.8 | 1.8 | 1.9 | 9.9 | -2% | 0% | 1.4 | 865 | 24 | 25 | i | i | 2 | -2.1 | 1037
> Cn1c(SCC(=O)N2CCOCC2)nnc1-c1cccc(NC(=O)c2ccccc2F)c1
→ 2.1 | -0.23 | 1.3 | -1.3 | 3.2 | 1.7 | 0.1 | 2% | 2% | 0.46 | 1229 | -7 | -17 | i | i | -3 | 0.1 | 1399
> CCOc1ccc(Cc2nc(N)nc(N)n2)cc1
→ -0.55 | -0.23 | -0.066 | 0.2 | 2.4 | 2.0 | 5.6 | -8% | -13% | -1.7 | 943 | -8 | -4 | i | i | 4 | -3.2 | 1123
> Cc1ccc(NC(=O)c2cc3nc(C)cc(C)n3n2)cc1
→ -0.7 | -0.26 | -0.16 | 0.55 | 2.9 | 2.5 | 0.8 | 8% | 13% | x | x | -10 | -13 | i | i | 0 | x | x
> C=C(C)Cn1c(SCC(=O)NCc2ccco2)nc2sc3c(c2c1=O)CCC3
→ -0.58 | -0.24 | -0.4 | 0.44 | 3.4 | 1.4 | 2.6 | 11% | 11% | -1.5 | 1309 | 12 | 2 | i | i | 1 | -1.5 | 1130
> COc1cccc(-n2nnnc2SCC(=O)Nc2ccc3c(c2)OCCO3)c1
→ -0.3 | -0.15 | 0.26 | 0.44 | 1.6 | 1.9 | 7.3 | 0% | -1% | -0.5 | 881 | 16 | 24 | x | i | -9 | x | x
> Cc1ccc(NC(=O)C2CCCN(c3ncccn3)C2)cc1F (stereo unspecified)
→ 2.3 | -0.24 | 1.1 | -1.5 | 5.0 | 2.7 | 11 | 0% | -1% | 1.3 | 1202 | -14 | -2 | i | i | -19 | 1.4 | 1153
> O=C(N/N=C/c1cccs1)c1ccc(-n2cccc2)cc1
→ -0.73 | -0.26 | -0.3 | 1.6 | 3.6 | 2.1 | 4.6 | -6% | 2% | 0.17 | 1417 | 2 | -10 | i | i | 12 | 1.5 | 1037
> CCN1CCN(C(=O)Nc2cc(Cl)ccc2OC)CC1
→ 0.52 | 0.44 | 0.35 | 0.16 | 2.1 | 1.0 | 2.0 | -1% | 0% | -0.4 | 1438 | 4 | 3 | i | i | 23 | 0.4 | 1516
> Cc1cccc(NC(=O)Cn2cccc2)c1
→ -0.37 | -0.1 | 0.11 | 0.1 | 4.7 | 3.5 | 8.7 | 1% | -11% | x | x | -15 | -3 | i | i | -9 | x | x
> O=C1CC(Sc2ccc(Cl)cc2)C(=O)N1c1ccc2c(c1)OCCO2 (stereo unspecified)
→ 0.13 | -0.31 | -0.35 | 0.94 | x | x | x | x | x | 0.2 | 954 | x | x | i | x | x | -0.9 | 1364
> CCOc1ccc(S(=O)(=O)Nc2cc(C)ccn2)c2ccccc12
→ -0.31 | -0.21 | -0.24 | 1.3 | 2.3 | 1.6 | 4.9 | -1% | 4% | -0.19 | 936 | -2 | 12 | i | i | 10 | -3.6 | 1187
> c1ccc(CSc2nnc(-c3ccco3)c(-c3ccco3)n2)cc1
→ -1.3 | -0.21 | 0.084 | 0.59 | 3.6 | 1.3 | 9.2 | 13% | 38% | -0.53 | 1606 | 3 | -6 | i | i | -54 | -1.2 | 1091
> COCCNc1nc2nonc2nc1N1CCCC1c1nccs1 (stereo unspecified)
→ 0.53 | -0.32 | 0.37 | -0.18 | 0.9 | 0.9 | 2.6 | 17% | 0% | x | x | 17 | 13 | i | i | -7 | -2.2 | 890
> COc1ccc(C(=O)Nn2c(SCC(=O)NCC3CCCO3)nc3ccccc3c2=O)cc1 (stereo unspecified)
→ -0.16 | -0.27 | 0.2 | -0.054 | 2.3 | 0.9 | 7.5 | 17% | 14% | 1.7 | 1826 | 11 | -13 | i | i | -4 | 0.7 | 983
> Cc1ccc2c(c1)N(C(=O)CSc1nncn1C)C(C)(C)c1ssc(=S)c1-2
→ -0.76 | -0.16 | -0.49 | 0.93 | 2.1 | 0.9 | 1.5 | -2% | -1% | -0.34 | 1309 | 15 | 17 | i | i | -6 | -5.4 | 947
> COc1ccc2nc(NC(=O)CN(c3ccc(C)cc3)S(=O)(=O)c3c(C)nn(C)c3C)sc2c1
→ 0.5 | -0.34 | 0.29 | -0.55 | 6.8 | 1.5 | 4.3 | 6% | 13% | 1.2 | 1531 | 69* | 5.2* | i | i | 13 | -0.3 | 1316
> COc1cc(C(C)=O)ccc1OCC(O)CN(CCO)Cc1ccccc1 (stereo unspecified)
→ -0.15 | -0.15 | -0.13 | -0.54 | 3.6 | 2.7 | 2.7 | 0% | -3% | -0.96 | 1205 | -25 | -12 | i | i | 14 | -2.4 | 1086
> CCN1CCN(CCOc2cccc(Oc3ccccc3)c2)CC1
→ 0.036 | -0.34 | -0.028 | 0.02 | 5.4 | 1.3 | 8.7 | 0% | -3% | -0.04 | 1353 | -7 | 6 | i | i | 2 | -1.2 | 1583
> Cc1nc(CC(=O)NNS(=O)(=O)c2ccc3ccccc3c2)cs1
→ -0.21 | -0.23 | 0.28 | -0.71 | 2.7 | 2.3 | 3.0 | 16% | 16% | 2 | 1370 | -16 | -9 | i | i | 7 | -2.2 | 951
> CC(C)Oc1ccc(C(=O)N2CCCc3ccccc32)cc1
→ -0.17 | -0.23 | 0.077 | 0.45 | 2.8 | 2.8 | 12 | -7% | -9% | 0.37 | 1048 | 18 | 25 | i | i | -6 | -3.8 | 895
> Cc1oc2c(O)c(O)ccc2c(=O)c1-c1ccccc1
→ -1 | -0.7 | -0.27 | -0.18 | x | x | x | x | x | 0.68 | 753 | 6 | 9 | i | x | x | -0.7 | 1177
> Cc1ccc(Cl)cc1NC(=O)COC(=O)CC(C)(C)C
→ 0.44 | -0.16 | 0.25 | -0.23 | 5.5 | 2.3 | 8.3 | -13% | -31% | -0.34 | 1206 | -29 | -14 | i | i | 2 | -0.7 | 1075
> O=C(NC12CC3CC(CC(C3)C1)C2)N1CCN(c2nc(-c3ccccc3)cs2)CC1
→ -0.68 | -0.15 | -1.1 | 0.066 | 1.6 | 1.4 | 11 | 15% | 14% | -0.12 | 1751 | 13 | -20 | x | i | 5 | -1.9 | 1304
